STAT1 act: increases IFN-gamma driven STAT1 reporter signal. NIH 3T3 STAT1-luciferase reporter, luminescence; 100% = IFN-gamma alone, no compound. activation (% of control), % at 5.5 µM. 200,000 compounds, 2.6% hits;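 active means activation above the screen-wide mean activation plus 3 SD, cut at about 130% in these data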;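 further: raw ratio to IFN-gamma control signal so 100% means no change and 0% no light; values of inactives mirror those of a sister screen read the other way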
APP 5'UTR act: APP 5'UTR luciferase reporter activation | SH-SY5Y APP 5'UTR luciferase reporter, luminescence; zero percent = DMSO vehicle wells | activation, % at 2 µM | 190,000 compounds, 1% hits | AID 1276;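 active means activation above a set limit, based on mean plus 3 SD of controls, cut at about 140% in these data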; further: values of inactives mirror those of a sister screen read the other way
Diaph act CS: activates diaphorase or chemically reduces, flagging diaphorase assay artifacts; Diaphorase/resazurin coupled assay, resorufin fluorescence, 16 min; active compounds read high; 1 = vehicle wells, 0 = NADH-free wells; activation factor at 20 µM; 190,000 compounds, 0.005% hits; AID 1229;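 active means diaphorase activity raised at least twofold by the compound at 20 µM; inactive means activation factor below 2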
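Measured by – red resorufin fluorescence at 544/590 nm excitation/emission · Test system – Clostridium kluyveri diaphorase, purified enzyme · Incubation – reaction time 16 min, room temperature · Buffer or medium – 50 mM HEPES pH 7.4 with 4.542 mM MgCl2, 0.005% Tween 20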
TLR4 MyD88 comp: inhibitors of human TLR4-MyD88 binding | O00206+Q99836 | HeLa CL3-4 TLR4/MyD88 BLA complementation, FRET ratio | inhibition, % at 8.4 µM | 200,000 compounds, 0.18% hits | AID 861; in the data active means inhibition above about 25%;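 further: 0% = vehicle and 100% = reference inhibitor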
G6PDH CS: L. mesenteroides G6PDH inhibition counter-screen | inhibition, % at 5 µM | 200,000 compounds, 0.12% hits | AID 1020 | Purified L. mesenteroides G6PDH, diaphorase/resazurin coupled fluorescence, 45 min; in the data active means inhibition above about 50%
APP transl inh: APP translation inhibition | 190,000 compounds, 0.82% hits | inhibition, % at 2 µM | SH-SY5Y APP 5'UTR-luciferase reporter, luminescence;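 active means inhibition above a set limit, derived from the sample mean plus 3 SD, cut at about 45% in these data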; further: values of inactives mirror those of a sister screen read the other way
NF-kB expr up: compounds increasing NF-kB expression in human neuronal cells; NF-kB reporter expression; active compounds read high; fold change at 12.5 µM; 190,000 compounds, 1.6% hits; AID 1239; in the data active means fold change above about 3.3
Diaph inh CS: inhibits diaphorase or chemically oxidizes, flagging diaphorase assay artifacts | diaphorase resazurin-to-resorufin fluorescence, NADH, 16 min; bacterial (C. kluyveri) enzyme, not human | AID 1217 | 190,000 compounds, 0.69% hits | inhibition, % at 20 µM;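 active means primary screen inhibition at 20 µM above a set limit, cut at about 50% in these data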;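 further: plate controls were DMSO with full reaction for no effect and wells lacking NADH for full effect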
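Test system: Clostridium kluyveri diaphorase enzyme / Quantity: diaphorase at 0.14 U/mL in enzyme working solution / Incubation: 16-min room-temperature incubation before reading / Benchmarks: NADH-free wells as positive control, DMSO-only neutral wells / Signal: resorufin fluorescence 544/590 nm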
FLuc act counter: firefly luciferase counter-screen for stimulation assays; P08659; ATPlite luciferase biochemical, luminescence, 10 min; 0 = ATP-free wells, 1 = DMSO control; activation factor at 10 µM; 200,000 tested, under 10 active; AID 1027;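 active means luciferase activation factor, scaled between plate controls, of at least 2 with compound at 10 µM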
Target sequence (P08659 whole entry, looked up): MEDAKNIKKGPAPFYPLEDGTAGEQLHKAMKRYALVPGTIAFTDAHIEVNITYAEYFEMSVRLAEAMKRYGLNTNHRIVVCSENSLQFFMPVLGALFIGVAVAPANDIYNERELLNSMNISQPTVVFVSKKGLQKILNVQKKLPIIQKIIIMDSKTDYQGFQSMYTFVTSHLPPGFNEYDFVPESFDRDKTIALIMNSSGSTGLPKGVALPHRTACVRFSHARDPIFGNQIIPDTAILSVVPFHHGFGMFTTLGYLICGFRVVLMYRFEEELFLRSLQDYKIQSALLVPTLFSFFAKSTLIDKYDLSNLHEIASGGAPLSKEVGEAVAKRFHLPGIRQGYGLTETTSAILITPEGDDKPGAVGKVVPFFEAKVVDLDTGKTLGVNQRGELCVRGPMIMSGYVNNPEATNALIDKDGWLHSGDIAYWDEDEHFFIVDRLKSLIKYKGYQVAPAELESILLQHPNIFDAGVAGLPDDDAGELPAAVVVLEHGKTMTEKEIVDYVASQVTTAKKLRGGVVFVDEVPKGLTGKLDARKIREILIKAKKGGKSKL
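assay system = Luciferase/luciferin detection reagent, cell-free biochemical luciferase assay | also added = ATP substrate | times = 10 min post-reagent at room temperature | measured by = luminescence from luciferase reaction | measure = luciferase activation, seen as luminescence increase over controls | benchmarks = low control with PBS replacing ATP, high control enzyme plus ATP without compound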
FLuc inhib CS: Photinus pyralis luciferase inhibition counter-screen; 200,000 compounds, 1.5% hits; inhibition, % at 10 µM; ATPLite firefly luciferase biochemical luminescence, 10 min; AID 1006;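 active means inhibition above about 50% when tested at 10 µM, limit read from the data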
* marks the source's active call; other numbers are inactive results; / = no result given. No enrichment for hits. Share with any hit: about 5.6%.

SMILES	STAT1 act	APP 5'UTR act	Diaph act CS	TLR4 MyD88 comp	G6PDH CS	APP transl inh	NF-kB expr up	Diaph inh CS	FLuc act counter	FLuc inhib CS
Cc1ccc(N(C)C(=O)N2CCN(S(=O)(=O)c3ccc(C)c(C)c3)CC2)cc1	99.0	-0.4	0.9	9.1	0.7	0.4	0.67	7.6	1.1	-7.4
O=C(COc1ccccc1F)Nc1cc(S(=O)(=O)N2CCOCC2)ccc1N1CCOCC1	98.1	4.6	0.9	3.6	4.2	-4.6	0.86	6.1	1	1.2
Cn1c(=O)n(C/C=C/c2ccccc2)c(=O)c2c1nc1n2CCCN1Cc1ccccc1	99.3	14.7	0.9	1.6	6.5	-14.7	0.63	13.9	1.1	-9.4
CCCCN(C)C(=O)C1CCN(Cc2ccc(OCc3ccccc3)cc2)CC1	93.4	-16.4	1	4.7	15.5	16.4	0.77	-1.5	1.1	-6.7
C=CCOc1ccc(Br)cc1CNCC	86.6	15.5	0.8	-3.9	4.0	-15.5	1.04	19.0	1.1	-5.4
COc1ccccc1-c1nnc(NC(=O)C(C)C)s1	87.6	17.8	0.9	27.3*	2.9	-17.8	1.59	6.2	0.9	9.2
COc1ccc(N2CCN(C(=O)CN(Cc3ccc(Cl)cc3)S(C)(=O)=O)CC2)cc1	86.0	5.6	0.8	14.6	2.7	-5.6	0.84	22.0	1.1	-8.7
Cc1ccc(S(=O)(=O)NCC(c2cccnc2)N(C)C)cc1 (centres undefined)	99.2	-2.6	0.9	9.4	10.0	2.6	1.33	13.0	1	3.6
COc1cc(OC)cc(N2CC(C)(C)C2=O)c1	104.1	19.7	1	17.1	14.1	-19.7	1.21	-2.8	1.1	-7.6
Cc1ccc(C)c(NC(=O)C(Sc2ncnc3ccccc23)c2ccccc2)c1 (centres undefined)	95.7	18.0	0.9	-2.4	5.2	-18.0	1.32	8.1	1	-3.3
COc1ccc(NC(=S)NCc2ccc(S(N)(=O)=O)cc2)c(OC)c1	95.7	1.5	0.9	9.3	-11.5	-1.5	1.2	14.0	1.1	-6.5
C=C(C)CSc1nc2nc(C)c(Br)cc2[nH]1	107.1	-6.6	0.9	-3.9	5.8	6.6	1.81	10.7	1	-2.5

As a working copy, part of the list above:
SMILES	STAT1 act	APP 5'UTR act	Diaph act CS	TLR4 MyD88 comp	G6PDH CS	APP transl inh	NF-kB expr up	Diaph inh CS	FLuc act counter	FLuc inhib CS
COc1ccccc1-c1nnc(NC(=O)C(C)C)s1	87.6	17.8	0.9	27.3*	2.9	-17.8	1.59	6.2	0.9	9.2
COc1ccc(N2CCN(C(=O)CN(Cc3ccc(Cl)cc3)S(C)(=O)=O)CC2)cc1	86.0	5.6	0.8	14.6	2.7	-5.6	0.84	22.0	1.1	-8.7
Cc1ccc(S(=O)(=O)NCC(c2cccnc2)N(C)C)cc1 (centres undefined)	99.2	-2.6	0.9	9.4	10.0	2.6	1.33	13.0	1	3.6
COc1cc(OC)cc(N2CC(C)(C)C2=O)c1	104.1	19.7	1	17.1	14.1	-19.7	1.21	-2.8	1.1	-7.6

(further entries)
SMILES	STAT1 act	APP 5'UTR act	Diaph act CS	TLR4 MyD88 comp	G6PDH CS	APP transl inh	NF-kB expr up	Diaph inh CS	FLuc act counter	FLuc inhib CS
C=C(C)Cn1c(SCC)nc2ccccc2c1=O	99.6	-8.4	0.9	-0.4	-23.4	8.4	0.91	9.9	1	-4.7
O=C(O)c1cc(-c2ccccc2)n[nH]1	94.7	-3.4	0.9	-3.2	5.5	3.4	1.28	13.8	1	-1.2
O=C(Cc1ccccc1)NC(=S)Nc1cccc(C(F)(F)F)c1	97.7	1.4	0.7	-0.3	3.7	-1.4	1.22	27.1	1.1	-11.7
CCOC(=O)c1c(CN2CCCCC2)n(C)c2ccc(OC)c(S(=O)(=O)c3ccccc3)c12	88.9	3.8	0.9	-7.5	2.1	-3.8	0.96	7.0	1	-3.2
Nc1c(C(=O)NCc2cccs2)nnn1CC(=O)Nc1cccc(Cl)c1	80.6	12.6	0.9	1.5	1.8	-12.6	1.28	5.4	1.1	-7.7
COc1ccc2ncc(S(=O)(=O)c3ccccc3)c(N3CCN(c4ccccc4)CC3)c2c1	81.8	1.8	0.8	-5.2	-3.5	-1.8	0.65	24.8	1.1	-8.0
CCCCCN(C(=O)NC(=O)Nn1cnnc1)S(C)(=O)=O	103.1	5.3	0.8	4.8	-5.4	-5.3	1.1	19.0	1.1	-5.1
CCOC(=O)C(C)Sc1nc2c(c(=O)[nH]c(=O)n2C)n1C/C=C(/C)Cl (centres undefined)	98.3	-13.7	0.9	14.3	11.2	13.7	1.1	13.1	1	-3.2
CC1=C(C(=O)O)N2C(=O)C(NC(=O)c3nn(C)c(C)c3Cl)C2SC1 (centres undefined)	92.5	-4.6	0.9	5.8	-0.8	4.6	1.17	7.0	1	-4.6
COc1ccc(C)cc1S(=O)(=O)N(CC(=O)O)c1ccc(F)cc1	102.3	2.0	0.9	-15.4	15.6	-2.0	1.04	8.2	1	1.4
O=C(CSc1nnc(Nc2ccccc2F)s1)Nc1cccc(S(=O)(=O)N2CCCCC2)c1	111.9	22.7	0.7	-0.7	10.3	-22.7	1.1	30.4	0.9	13.0
O=C(C(c1ccccc1)c1ccccc1)N1CCN(CCN2C(=O)c3cccc4cccc(c34)C2=O)CC1	100.9	23.2	0.9	-4.9	-44.2	-23.2	0.72	7.6	1.1	-8.7
Cc1ccccc1NC(=O)C(NS(=O)(=O)c1ccc2c(c1)c(=O)n(C)c(=O)n2C)c1ccccc1 (centres undefined)	100.9	-8.8	0.9	-9.8	-2.0	8.8	1.17	8.9	1	0.5
O=C(CSc1ccc(Cl)cc1)NC(=O)NCc1ccco1	100.8	-4.9	0.8	-11.6	0.7	4.9	1.41	16.5	1	-1.7
CCOC(=O)c1oc2ccc(Cl)cc2c1NC(C)=O	86.2	2.9	1	2.5	-0.8	-2.9	1.36	-1.6	1.1	-8.6
COC(=O)C1=C(C)N(c2ccc(C)c(C)c2)/C(=C/c2cccs2)C1=O	101.2	-2.3	0.8	-4.6	2.7	2.3	0.94	21.1	1	-1.7
CN(C(=O)COC(=O)c1ccc([N+](=O)[O-])cc1N)c1ccccc1	102.0	3.9	1	-8.1	2.9	-3.9	0.96	0.6	1	-2.4
COc1ccc(-n2c(Cc3cccn3C)nnc2SCC(=O)Nc2ccc(F)cc2F)cc1	93.7	5.8	0.9	1.6	-22.2	-5.8	0.8	11.9	1	-4.3
Nc1ccc(OCc2ccccc2)cc1	115.8	14.9	1	2.1	7.4	-14.9	1.72	1.2	0.9	6.5
Cc1cc(C)c2c(-n3cccc3)c(C(=O)NNS(=O)(=O)c3ccc(Cl)cc3)sc2n1	107.1	-6.7	0.9	-2.2	5.8	6.7	1.2	11.3	1.1	-6.7
O=C(NCc1cccc(F)c1)c1ccc(N2C(=O)Cn3c(cc4sccc43)C2=O)cc1	101.0	16.8	0.9	-0.8	-6.1	-16.8	1.02	11.3	1	1.5
O=C(CSc1ccsc1[N+](=O)[O-])NCCc1ccc(Cl)cc1	94.5	5.2	0.8	3.1	0.2	-5.2	1.07	17.9	1	-4.1
COc1ccc(CNC(=O)CN2C(=O)C(C)N(c3ccc(C)cc3)C2=O)cc1 (centres undefined)	98.4	-6.0	1	-15.1	2.2	6.0	1.12	4.4	1	1.7
CC(C)=CC(=O)OCC(=O)Nc1ncc(Cl)c(C)c1Cl	91.5	4.9	0.9	-3.7	11.4	-4.9	0.96	11.1	1.1	-6.8
CCN1C(=O)C(CC(=O)Nc2ccc(OC)cc2)N(Cc2cccs2)C1=S (centres undefined)	90.1	17.8	0.9	-3.9	4.2	-17.8	1.37	9.7	1	-3.3
O=[n+]1c2c(n([O-])c3c1CCCC3)CCCCC2	98.4	16.2	0.8	-0.3	-2.6	-16.2	1.01	17.9	1.1	-6.3
CCn1c(=O)c(=O)[nH]c2cc(C(=O)NC3CCCc4ccccc43)ccc21 (centres undefined)	94.2	17.6	0.9	3.2	-0.6	-17.6	0.77	10.4	1.1	-7.5
Cc1noc(C)c1COC(=O)c1ccc(F)c(S(=O)(=O)N2CCCCC2)c1	98.7	-9.2	1	-4.8	1.7	9.2	1.14	0.0	1.1	-5.1
CCCCC(=O)Nc1ccc(Cl)cn1	103.7	2.2	0.9	-2.5	12.3	-2.2	1.13	7.6	1	-3.4
O=C1S/C(=C\C=C\c2ccco2)C(=O)N1c1ccccc1	116.9	27.5	0.7	-9.6	-4.1	-27.5	3	34.5	1	4.2
Cc1nc2c(c(=O)n1Cc1ccco1)c1nc3ccccc3nc1n2Cc1ccccc1	/	/	0.9	/	1.4	/	/	5.4	1.1	-5.5
CC(C)Oc1ccc(C(=O)Nc2ccc(C(F)(F)F)n(C)c2=O)cc1	100.4	7.4	1	3.3	-7.5	-7.4	1.58	0.1	1	4.5
CCSc1nnc2nc3[nH]c4c(C)cccc4c3nn12	151.0*	84.2	0.8	5.2	-0.5	-84.2	2.03	17.1	1	-3.5
[O-][n+]1cccc2ncc3cscc3c21	90.3	-14.0	1	-0.8	4.1	14.0	1.06	1.8	1	-1.7
COc1ccc(S(=O)(=O)N2CCC(C(=O)NC3CC3)CC2)cc1Cl	93.1	10.0	1	-18.2	-3.6	-10.0	1.06	2.0	1	-2.9
Cc1c(Cl)cccc1NC(=S)N=Nc1c(O)n(CN2CCOCC2)c2ccccc12	93.7	-45.8	0.9	0.9	-1.5	45.8*	1.2	6.2	1.1	-5.0
O=C(NC1CCN(Cc2ccccc2)CC1)c1ccccc1F	87.8	-3.0	1	-3.1	3.5	3.0	0.9	0.5	1.1	-10.2
O=C1c2ccsc2SCCN1Cc1ccc(Cl)cc1	96.1	-6.2	0.8	13.5	1.5	6.2	1.1	15.4	1.1	-5.4
CCCCCOC(=O)CSc1nc2c(c(=O)[nH]c(=O)n2C)n1CCc1ccccc1	96.5	-14.8	0.8	-12.1	-31.8	14.8	1.3	16.5	1.1	-5.4
O=[N+]([O-])c1cc(S(=O)(=O)N2CCCC2)ccc1N/N=C/c1cccnc1	96.5	1.4	0.8	-6.5	-11.4	-1.4	1.06	15.3	1.1	-10.0
CCOC(=O)c1c(C2CC2)csc1NC(=O)COC(=O)c1ccc[n+]([O-])c1	95.2	9.7	1	-5.9	-3.5	-9.7	1	3.0	1	-4.3
Cc1cc(C)c(COCc2cc(/C=N/O)c(C)cc2C)cc1/C=N/O	96.1	22.6	0.7	6.3	3.7	-22.6	0.94	27.0	1	-3.8
Cc1nnc(NC(=O)C2CCCO2)s1 (centres undefined)	95.7	-17.7	1	1.7	5.5	17.7	1.06	4.2	1	-0.3
COc1ccc(-c2c(C)oc3c(CN4CCCCC4C)c(O)ccc3c2=O)cc1OC (centres undefined)	101.0	13.6	0.8	-11.9	-11.7	-13.6	0.95	23.6	1.1	-6.2
O=C(NNC(=O)C1CCCO1)c1ccc(F)cc1 (centres undefined)	97.0	-17.7	0.9	-6.9	-11.9	17.7	0.97	9.6	1	-3.7
CSc1nc(C)cc(OCC#N)n1	96.0	17.8	0.9	2.7	11.3	-17.8	1.12	6.0	1	-2.4

Screening data from PubChem.
